PTHR1 ag: qHTS for PTHR1 Agonists: Primary Screen; Parathyroid hormone/parathyroid hormone-related peptide receptor (Homo sapiens), Q03431; HEK293 GP2 PTHR1 cells, GloSensor cAMP luminescence, 1 h; Potency, µM (titrated, usually from 115 µM), inactives show at the top dose activation, actives largely listed as activators; 410,000 compounds, 0.075% hits; further: nearly all actives have a fitted effect of over 55% in size; some results filed as inactive show a strong effect at the top dose; inactives centre near -15; many of its hits are not listed in these tables
Target sequence (Q03431 whole entry, looked up): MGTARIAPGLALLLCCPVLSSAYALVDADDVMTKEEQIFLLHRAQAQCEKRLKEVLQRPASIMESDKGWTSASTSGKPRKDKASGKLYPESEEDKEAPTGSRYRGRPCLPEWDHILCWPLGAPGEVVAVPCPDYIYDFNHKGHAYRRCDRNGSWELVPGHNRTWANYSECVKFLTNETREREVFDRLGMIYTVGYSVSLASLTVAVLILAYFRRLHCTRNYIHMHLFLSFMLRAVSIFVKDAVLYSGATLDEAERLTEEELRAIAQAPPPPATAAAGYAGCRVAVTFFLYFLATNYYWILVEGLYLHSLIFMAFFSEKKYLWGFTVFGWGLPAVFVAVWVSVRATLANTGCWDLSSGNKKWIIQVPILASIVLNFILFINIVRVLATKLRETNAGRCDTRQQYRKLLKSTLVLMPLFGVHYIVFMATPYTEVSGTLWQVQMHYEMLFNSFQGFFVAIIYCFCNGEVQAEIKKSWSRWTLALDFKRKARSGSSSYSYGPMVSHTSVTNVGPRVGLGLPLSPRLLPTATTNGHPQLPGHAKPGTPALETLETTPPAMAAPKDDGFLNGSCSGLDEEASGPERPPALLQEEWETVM
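HEK-293-derived GP2 cells expressing PTHR1 and a GloSensor cAMP reporter, 3,000/well, plated overnight, given luciferin plus IBMX (each 0.5 mM as added) for 1 h at 37 °C, then compound for 1 h at 37 °C. Luminescence was read after 15 min at room temperature.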
FUS suppressor: qHTS for Suppressors of FUS Proteinopathy: Primary screen using FUS-linked yeast assay; S. cerevisiae FUS-expressing, growth rescue, OD600, 24 h; Potency, µM (titrated, usually from 76.6 µM), inactives show at the top dose growth rescue (activation), usual class: activators; 390,000 compounds, 0.24% hits;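 further: plate controls were DMSO vehicle for no effect and reference control for full effect; nearly all actives have a fitted effect of over 55% in size; some results filed as inactive show a strong effect at the top dose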
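Read-out: OD at 600 nm after 24hr at 30C, reporting rescue of FUS-induced yeast toxicity. Cells at OD 0.005 in galactose (2%) minimal medium; compounds tested in a dilution series; CP55940 titration from 92uM final as control.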
EPAC2 antagonist: qHTS for Antagonist of cAMP-regulated guanine nucleotide exchange factor 2 (EPAC2): primary screen; 360,000 compounds, 0.18% hits; Rap guanine nucleotide exchange factor 4 (Homo sapiens), Q8WZA2; Potency, µM (top dose mostly 114 µM), without a hit: top-dose activity, negative = inhibition, usual class: inhibitors; EPAC2 GEF exchange of Rap1B-BODIPY-GDP, fluorescence; further: on the % scale 0 is the no-effect control and ±100 the full control effect; nearly all actives have a fitted effect of over 45% in size; many of its hits are not listed in these tables
EPAC1 antag: qHTS for Antagonist of cAMP-regulated guanine nucleotide exchange factor 3 (EPAC1): primary screen | Potency, µM (highest dose often 115 µM), inactives show at the highest dose activity change, negative = inhibition, most hits filed as inhibitors | EPAC1 GEF assay, Rap1b-BODIPY-GDP exchange fluorescence | AID 720709, 2013 | Rap guanine nucleotide exchange factor 3 (Homo sapiens), O95398 | 360,000 compounds, 0.14% hits;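 further: plate controls were vehicle for no effect and positive control for full effect; nearly all actives have a fitted effect of over 50% in size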
EPAC1 ag: qHTS for Agonist of cAMP-regulated guanine nucleotide exchange factor 3 (EPAC1): primary screen; EPAC1 agonist qHTS, biochemical assay; response scale: 100% = response to 6.5 mM cAMP; 360,000 compounds, 0.073% hits; Potency, µM (titrated, usually from 154 µM), for inactives: at the highest dose activation, usual class: activators; Rap guanine nucleotide exchange factor 3 (Homo sapiens), O95398; further: nearly all actives have a fitted effect of over 60% in size
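Nucleotide exchange assay: 100 nM EPAC1 with 250 nM Rap1B loaded with BODIPY-GDP and 50 uM GDP, room temperature. Fluorescence (480/540 nm) read every 5 min for 30 min; signal change normalized to 6.5 mM cAMP as full agonist.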
TDP43 rescue: qHTS of TDP-43 Inhibitors. 410,000 compounds, 1.8% hits. TDP-43 expressing yeast growth rescue, BacTiter-Glo, 24 h. Potency, µM (highest dose often 46.1 µM), without a hit: top-dose growth rescue (activation), usual class: activators. AID 652104, 2013; further: % of control where 0% means no effect; nearly all actives have a fitted effect of over 50% in size
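Cell-based yeast growth screen: TDP-43 expression induced in galactose, inoculum OD600=0.02 after raffinose pregrowth to mid-log. Read-out BacTiter-Glo luminescence at 24 hr, 30 deg C; inhibition of toxicity seen as signal increase.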
EPAC2 agonist: qHTS for Agonist of cAMP-regulated guanine nucleotide exchange factor 4 (EPAC2): primary screen. EPAC2 activation, biochemical qHTS; response scale: 100% = 6.5 mM cAMP response. Rap guanine nucleotide exchange factor 4 (Homo sapiens), Q8WZA2. 360,000 compounds, 0.079% hits. Potency, µM (highest dose often 154 µM), inactives show at the top dose activation, most hits filed as activators; further: nearly all actives have a fitted effect of over 50% in size
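Exchange assay: 100 nM EPAC2 with 250 nM Rap1B-BODIPY-GDP and 50 uM GDP. Fluorescence (ex 480/em 540 nm) read every 5 min for 30 min at room temperature. Data normalized to 6.5 mM cAMP as agonist control.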
aSyn yeast inh: qHTS of alpha-syn Inhibitors | Yeast expressing alpha-synuclein, growth rescue, BacTiter-Glo, 24 h | Potency, µM (highest dose often 46.1 µM), without a hit: at the top dose growth rescue (activation), hits mostly activators | 370,000 compounds, 0.14% hits | AID 652106, 2013; further: % of control where 0% means no effect; nearly all actives have a fitted effect of over 65% in size
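Readout is rescue of growth in alpha-synuclein-expressing yeast, so inhibitors of toxicity appear as activators. Growth after 24 hr at 30 deg C in galactose medium is quantified by luminescence.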
* marks the source's active call; other numbers are inactive results; i = inactive; ? = inconclusive; · = no result given; & = joins results of further samples; [ ] = remark or other dose. The call rests on the fitted dose curve; in most records, active means well fitted curve in the direction sought with a large enough effect; inconclusive means small, poorly fitted or top-dose-only effect, or another doubt; inactive means no such curve, though single readings can be large; an effect the other way counts as inactive or inconclusive. Potency means the concentration at half of the fitted maximal effect.

SMILES	PTHR1 ag	FUS suppressor	EPAC2 antagonist	EPAC1 antag	EPAC1 ag	TDP43 rescue	EPAC2 agonist	aSyn yeast inh
CC1CCCCC1NC(=O)c1ccc(NS(=O)(=O)c2ccc3[nH]c(=O)[nH]c3c2)cc1 (centres undefined)	15%	30%	1%	10%	4%	0%	4%	13%
CN(C)CCn1c2c(c(SCC(=O)Nc3cccc4ccccc34)nc1=O)CCC2	i	2%	-9%	-3%	8%	-19%	6%	0%
CCc1ccc(C(=O)OCC(=O)NC2CCCC2)cc1	-9%	12%	11%	-15%	3%	18%	0%	-3%
CCOC(=O)CCC(NC(=O)CCC(=O)NC(CCC(=O)OCC)C(=O)OCC)C(=O)OCC (centres undefined)	-20%	·	1%	-10%	7%	2%	-7%	-2%
CCOc1ccc(N2C(=O)CC(n3ccc(C)n3)C2=O)cc1 (centres undefined)	-33%[inhibitor]	16%	11%	13%	-3%	2%	-4%	0%
Cc1ccc2[nH]c(O)c(N=NC(=O)c3ccc(NS(=O)(=O)c4cccs4)cc3)c2c1	-2%	6%	4%	15%	-11%	0%	-8%	2%
CCN(CC)S(=O)(=O)c1cccc(-c2nnc(SCCCC(=O)c3ccc(F)cc3)o2)c1	-30%	21%	0%	0%	-3%	21%	8%	·
CCCC1=NN2C(=N)/C(=C\c3ccc(SCc4ccco4)o3)C(=O)N=C2S1	i	·	-6%	-26%	3%	-3%	13%	0%
CCC(=O)Nc1nnc(-c2ccco2)o1	i	-20%	3%	9%	3%	13%	-1%	-2%
COc1ccc(-c2cc(=O)oc3cc(OCC(=O)NCC(O)c4ccccc4)ccc23)cc1 (centres undefined)	i	-8%	7%	2%	-20%	16%	2%	-1%
CCc1ccc(C2=NN(C(=O)OC)C(O)(C(F)(F)F)C2)cc1 (centres undefined)	-16%[57.5 µM]	-5%	2%	10%	0%	-4%	6%	26%
Cc1cccc(NC(=S)NC(NC(=O)OCc2ccccc2)C(Cl)(Cl)Cl)c1 (centres undefined)	-7%[57.5 µM]	6%	15%	1%	-2%	-22%	-12%	-5%
CCCCn1nnnc1C(c1ccccc1)N1CCc2ccccc2C1 (centres undefined)	-76%[inhibitor]	26%	?	-17%	-5%	?	16%	-2%
O=C(CC1C(=O)NCCN1Cc1ccccn1)NCCc1ccccc1F (centres undefined)	-17%	·	4%	-10%	-3%	-26%	2%	-5%
O=C(/C=C/c1ccccc1)NC(=S)Nc1cccnc1	-14%[57.5 µM]	-13%	-2%	0%	4%	0%	6%	-6%
Cc1ccccc1Cn1cnc2ccccc2c1=O	i	-2%	2%	-9%	5%	?	13%	5%
O=C(CCSCc1ccc(Cl)cc1)NCCC1=CCCCC1	-8%	-10%	-7%	-3%	6%	11%	-1%	20%
COc1cc2cc(C(C)(C)O)oc(=O)c2cc1OC	i	-1%	1%	8%	0%	?	3%	6%
COC(=O)c1ccc2nc(-c3ccc(OC)c(OC)c3)c(Cc3ccccc3)n2c1	-18%	?	?	-19%	1%	?	11%	21%
O=C(NNc1ccccc1)NC(Cc1ccccc1)C(=O)O (centres undefined)	-7%	·	1%	-10%	-3%	5%	-2%	0%
Cc1ccc2nc(C)c(C(=O)N/N=C/c3cccc([N+](=O)[O-])c3)cc2c1	-6%	·	7%	-7%	-10%	16%	14%	-9%
O=C1C2CC=CCC2C(=O)N1Cc1nnc(-c2ccc(Cl)cc2)o1 (centres undefined)	-13%	-17%	-6%	3%	13%	20%	11%	4%
CCn1cc(C(=O)NCc2ccc(Cl)cc2)c(=O)c2cc(S(=O)(=O)N3CCOCC3)ccc21	-10%	-9%	-17%	-21%	1%	-7%	7%	-2%
COc1ccccc1Nc1ccncc1[N+](=O)[O-]	i	-28%	3%	-9%	5%	13%	1%	-3%
O=C(COC(=O)c1cccc(Br)c1)NCCC1=CCCCC1	0%	4%	-2%	-13%	5%	23%	-5%	5%
C(=N\Nc1nc(-c2ccccc2)cs1)/c1ccncc1	-13%	?	6%	2%	-2%	4%	17%	-13%
Cc1ccc(C(=O)NCC(=O)OCC(=O)NC2CCCC(C)C2C)s1 (centres undefined)	-5%	16%	-1%	-5%	4%	26%	-7%	-3%
COc1ccc2nc(NC(=O)CSc3nnnn3C)sc2c1	-9%	-35%	-12%	-9%	-3%	6%	2%	-3%
COc1ccc2cc(C(=O)NCC3CCCO3)[nH]c2c1 (centres undefined)	0%	5%	2%	-14%	-3%	12%	9%	1%
O=C(O)COc1ccccc1/C=N/NC(=O)CNC(=O)c1ccco1	i	-1%	9%	13%	11%	-6%	4%	0%

Profiles from above:
Entry for COc1ccccc1Nc1ccncc1[N+](=O)[O-] : PTHR1 ag = i; FUS suppressor = -28%; EPAC2 antagonist = 3%; EPAC1 antag = -9%; EPAC1 ag = 5%; TDP43 rescue = 13%; EPAC2 agonist = 1%; aSyn yeast inh = -3%
Entry for C(=N\Nc1nc(-c2ccccc2)cs1)/c1ccncc1 : PTHR1 ag = -13%; FUS suppressor = ?; EPAC2 antagonist = 6%; EPAC1 antag = 2%; EPAC1 ag = -2%; TDP43 rescue = 4%; EPAC2 agonist = 17%; aSyn yeast inh = -13%

The listing continues.
SMILES	PTHR1 ag	FUS suppressor	EPAC2 antagonist	EPAC1 antag	EPAC1 ag	TDP43 rescue	EPAC2 agonist	aSyn yeast inh
CCOC(=O)C1(C)CCN1C(=O)c1ccccc1 (centres undefined)	-6%	-17%	14%	-5%	0%	24%	12%	-3%
Cc1ccc(NC(=O)COC(=O)CCCC2=NS(=O)(=O)c3ccccc3N2)cc1C	-17%	-4%	-6%	-6%	-8%	-11%	3%	0%
CCOC(=O)c1ccc(NC(=O)C(=O)NCc2ccc(/C=C(/C#N)C(=O)NCCOC)o2)cc1	-28%	15%	3%	14%	0%	24%	-13%	4%
CCOC(=O)c1cnn(-c2cc(Oc3cccc(C)c3)ncn2)c1N	-18%[57.5 µM]	-11%	7%	6%	-4%	-14%	-3%	-4%
O=C(CN1C(=O)COc2ccc(S(=O)(=O)N3CCOCC3)cc21)N1CCN(c2ccccc2F)CC1	-12%	-6%	·	·	·	2%	·	5%
Cc1ccc(NC(=O)OCC(F)(F)C(F)F)cc1NC(=O)OCC(F)(F)C(F)F	-20%	-6%	-9%	-14%	-4%	14%	-3%	18%
Cc1ccc(S(=O)(=O)N2CCN(C(=O)COC(=O)CNC(=O)c3ccc(Cl)cc3Cl)CC2)c(C)c1	-17%	7%	-3%	-16%	4%	8%	4%	-7%
CCC(CC)c1nnc(NC(=O)C2CCN(C(=O)c3ccco3)CC2)s1	i	47%	1%	2%	8%	-3%	6%	-12%
CC1(C)SC2C(NC(=O)C3(N)CCCCC3)C(=O)N2C1C(=O)O (centres undefined)	?	15%	1%	-22%	6%	-22%	9%	-1%
O=C(CSc1nc(N2CCCCC2)nc(N2CCCCC2)n1)c1ccccc1	-5%	-11%	-5%	-23%	18%	-3%	-9%	-1%
O=C(CN(C(=O)c1cccc([N+](=O)[O-])c1)C1CCCCC1)Nc1ccc(Cl)c([N+](=O)[O-])c1	-8%	-3%	-3%	-2%	-5%	3%	2%	1%
O=C(Cc1ccc(Cl)cc1)NCc1ccccc1Cl	i	-7%	3%	-6%	-10%	7%	7%	0%
Cc1ccccc1-c1nc(CS(=O)(=O)CC(=O)NC(C)c2ccccc2)c(C)o1 (centres undefined)	-48%[inhibitor]	38%&36%	1%	-6%	-3%	?	27%	-1%
Cc1cc(Nc2ccc(F)cc2)n2c(nc3ccccc32)c1C#N	-25%	-12%	·	·	·	0%	·	1%
O=C1CNC(=O)/C1=C/c1ccc(Br)cc1	-22%	20%	6%	30%	-9%	-5%	2%	-6%
Cc1ccc(OCC(=O)NC2CC(C)(C)NC(C)(C)C2)cc1C	i	7%	-13%	17%	16%	-28%	8%	-7%
CC(CCc1ccccc1)NS(=O)(=O)c1ccccc1F (centres undefined)	-17%	3%	-13%	1%	3%	24%	16%	14%
Cn1c(=O)n(C)c2cc(N3CCCC3)c(NC(=O)c3cccc(F)c3)cc21	i	10%	1%	37%[activator]	-8%	0%	0%	2%
O=c1c2cn(Cc3ccc(F)cc3)c3ccc(F)cc3c-2nn1Cc1ccc(F)cc1	i	-22%	10%	5%	-1%	-10%	14%	-2%
COC(=O)C(Cc1cnc(Cl)s1)(C(=O)OC)c1ccc([N+](=O)[O-])cc1	-36%	9%	1%	-1%	-2%	30%	5%	1%
COC(=O)N/N=C(C)/C=C/c1ccccc1	i	·	-5%	-5%	3%	11%	7%	-2%
NS(=O)(=O)c1ccc(CCNC(=O)CSCC(=O)Nc2ccc(Cl)cc2)cc1	-33%[inhibitor]	-12%	0%	-14%	1%	8%	11%	-6%
CC1(C)Cc2c(sc(NC(=O)c3ccc(C(=O)c4ccccc4)cc3)c2C(N)=O)C(C)(C)N1	-41%[inhibitor]	21%	1%	-7%	-7%	15%	10%	-8%
O=C(N/N=C/c1c[nH]c2ccccc12)c1ccc(Cl)cc1	i	42%	15%	-29%	5%	-17%	17%	-5%
O=C(CCc1ccccc1)Nc1nncs1	i	16%	13%	13%	-2%	-5%	2%	-4%
COc1ccc2[nH]c3c(c2c1)CCN1C(=O)N([C@@H](C)C(=O)NCc2ccc(F)cc2)C(=O)[C@]31C	-52%[inhibitor]	2%	15%	-10%	-10%	14%	-6%	0%
CCN(CCO)C(=O)c1ccc2nc(Cc3ccc(OC)cc3)oc2c1	-1%	4%	0%	-8%	-1%	·	1%	5%
O=C(COC(=O)Cc1ccccc1F)Nc1ccc(F)cc1F	-18%	9%	9%	12%	0%	-2%	7%	-3%
CCCn1c(SCC(=O)NCCc2ccccc2)nnc1-c1ccco1	-11%	14%	-4%	-10%	-4%	6%	3%	3%

Screening results: PubChem BioAssay, National Center for Advancing Translational Sciences (NCATS)

A portion of the library. The share of hits here may be higher or lower than overall.
